Screening results as filed in PubChem.
KCNQ1 inh = blocks the human KCNQ1 potassium channel; CHO-K1 KCNQ1, FluxOR thallium flux fluorescence; stronger effect = higher value; B-score at 10 µM; 310,000 compounds, 1.3% hits;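 active means compounds whose thallium flux B-score, printed positive for inhibition, exceeds three library SD while starting fluorescence stays within three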;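 further: channel opened by potassium depolarization with thallium stimulus after 20 min compound exposure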
GSK3 alpha inh = inhibitors of human GSK-3 alpha kinase | P49840 | ADP-Glo luminescence, 60 min | inhibition, % at 10 µM | 320,000 compounds, 0.1% hits;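 in the data active means inhibition above about 50%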;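 further: GST-tagged GSK-3 alpha with peptide substrate and 25 µM ATP; 0% = DMSO neutral wells and 100% = GW8510 positive control wells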
KCNK9 inh = blocks the human KCNK9 two-pore domain potassium channel | B-score at 10 µM | HEK293 KCNK9, FluxOR thallium flux fluorescence; stronger effect = lower value | 310,000 compounds, 1.2% hits;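 active means ratio B-score over 3 SD below the library mean, with starting fluorescence within 5 SD of its mean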;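 further: negative B-score means less thallium flux so channel inhibition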
DYRK1A inh = inhibitors of rat Dyrk1A kinase; ADP-Glo luminescence, NFATc1 peptide; 310,000 compounds, 0.43% hits; Q63470; inhibition, % at 12.5 µM; AID 504441; in the data active means inhibition above about 50%;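 further: plate controls were vehicle with enzyme for no effect and no enzyme for full effect; many of its hits are not listed in these tables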
hERG rescue = hERG (human) protection from proarrhythmic block; AID 1511; Q12809; CHO-hERG, FluxOR thallium flux, dofetilide IC70 present; activation (rescue from dofetilide block), less the hit threshold, % at 10 µM; 310,000 compounds, 0.51% hits;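 active means activation above the mean of controls blocked by dofetilide plus 5 SD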;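 further: thallium influx through hERG after potassium depolarization seen as dye fluorescence rise; in these data hits start at about 4.7%; inactives centre near -7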
KCNK3 block = human KCNK3 channel inhibition, primary screen | 340,000 compounds, 0.84% hits | B-score at 10 µM | O14649 | CHO-KCNK3 thallium flux, FluxOR fluorescence; stronger effect = lower value | AID 602410;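 active means B-score under library mean minus 4 SD, starting fluorescence ratio at most library mean plus 5 SD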;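 further: more negative B-score means stronger inhibition of thallium flux through KCNK3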
KCNQ1 pot = potentiates or activates the human KCNQ1 potassium channel; 310,000 compounds, 0.35% hits; CHO-K1 KCNQ1, thallium flux FluxOR fluorescence; stronger effect = higher value; AID 2648; B-score at 10 µM;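 active means fluorescence ratio B-score, a plate-corrected score, at least three library SD, with initial intensity B-score within 5 SD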
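assay system = CHO-K1 cells stably expressing KCNQ1 | medium = assay buffer, equal DMSO in all wells | timing = 37 °C overnight plating, 90-min dark dye load, 20-min compound pretreatment | measured by = kinetic FluxOR thallium fluorescence, 10-s 1-Hz baseline, 110-s post-stimulus read | measure = fluorescence change relative to baseline, converted to B score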
RGS4 act = potentiators or activators of RGS4 | HEK293 M3R/inducible RGS4, carbachol calcium flux Fluo4; stronger effect = lower value | B-score at 10 µM | 310,000 compounds, 0.92% hits;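 active means B-score of the integrated calcium signal more than 4 SD below the library mean, with starting fluorescence not abnormally high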;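 further: negative B-score means reduced calcium response which marks RGS4 activation or potentiation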
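Also added: carbachol at ECmax as muscarinic agonist stimulus; Assay system: HEK293 cells with stable M3R and inducible RGS4; Timing: overnight RGS4 induction, 30 min dye load 37 °C, 20 min compound RT; Measured by: Fluo4-AM (2 µM) calcium-flux fluorescence, kinetic read.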
PolyA inh = inhibitors of polyadenylation in S. cerevisiae; S. cerevisiae SKY197-pL101 polyadenylation reporter, beta-gal luminescence; efflux-impaired pdr1/pdr3 knockout yeast; score 100 = 6 SD above DMSO; calls only at 12 µM; 300,000 compounds, 0.02% hits;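 active means lowest replicate activity score at least 50, where 100 means six control SD above control mean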;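 further: yeast exposed to compound for 9 h at 30 °C; higher score means more reporter readthrough which indicates perturbed polyadenylation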
HDAC3 inh = blocks human histone deacetylase 3; O15379; recombinant HDAC3, fluorogenic peptide/trypsin coupled, fluorescence; inhibition, % at 8.3 µM; 320,000 compounds, 0.15% hits; AID 2718; in the data active means inhibition above about 26%, passing the limit was not always enough
Target sequence (O15379 whole entry, looked up): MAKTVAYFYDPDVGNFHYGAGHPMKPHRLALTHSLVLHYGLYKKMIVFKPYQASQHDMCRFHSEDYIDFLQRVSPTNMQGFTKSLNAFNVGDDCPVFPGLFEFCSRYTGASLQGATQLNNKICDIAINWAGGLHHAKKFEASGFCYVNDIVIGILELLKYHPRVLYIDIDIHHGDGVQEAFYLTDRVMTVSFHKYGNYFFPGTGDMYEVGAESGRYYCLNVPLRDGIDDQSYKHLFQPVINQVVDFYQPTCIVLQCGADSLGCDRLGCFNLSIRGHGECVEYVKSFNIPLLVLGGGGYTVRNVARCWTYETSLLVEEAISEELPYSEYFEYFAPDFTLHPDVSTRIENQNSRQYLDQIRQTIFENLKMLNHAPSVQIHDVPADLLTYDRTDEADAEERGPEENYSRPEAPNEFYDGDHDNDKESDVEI
GSK3B inh = inhibitors of human GSK3beta kinase; P49841; GST-GSK3beta kinase, ADP-Glo luminescence, 60 min; stronger effect = lower value; activity score (negative = inhibition), % at 10 µM; 300,000 compounds, 0.038% hits;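 active means more than half of replicate wells score below -50%, meaning over 50% inhibition versus plate controls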;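 further: 0% = median DMSO wells and -100% = median GW8510 positive control wells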
Target sequence (P49841 whole entry, looked up): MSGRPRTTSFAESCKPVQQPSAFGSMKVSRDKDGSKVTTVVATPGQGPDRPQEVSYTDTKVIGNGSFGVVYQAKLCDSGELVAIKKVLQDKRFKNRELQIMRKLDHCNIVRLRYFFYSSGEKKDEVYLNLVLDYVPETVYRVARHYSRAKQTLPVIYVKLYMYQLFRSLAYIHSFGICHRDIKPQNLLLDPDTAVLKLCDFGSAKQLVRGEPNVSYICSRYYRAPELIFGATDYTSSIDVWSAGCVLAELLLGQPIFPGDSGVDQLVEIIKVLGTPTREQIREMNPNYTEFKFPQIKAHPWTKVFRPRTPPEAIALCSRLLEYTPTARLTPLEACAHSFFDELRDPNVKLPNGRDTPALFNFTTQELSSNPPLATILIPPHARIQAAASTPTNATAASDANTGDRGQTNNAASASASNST
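Test system: GST-fused GSK3beta enzyme, cell-free | Quantity: 1.6 ng GST-GSK3beta enzyme per well | Reagent: 25 µM ATP with peptide substrate | Schedule: 60 min enzyme reaction, room temperature | Signal: Luminescent ADP-Glo measurement of ADP formed | Read-out basis: Score relative to plate controls | Control set: DMSO and 20 µM GW8510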
The depositor's hits bear a star; i = inactive; . = not tested or not shown. These rows are one share of the data. The share of hits here may be higher or lower than overall.

| no. | smiles | KCNQ1 inh | GSK3 alpha inh | KCNK9 inh | DYRK1A inh | hERG rescue | KCNK3 block |
| --- | --- | --- | --- | --- | --- | --- | --- |
| 1 | O=C(COC(=O)C1C2CC3OC(=O)C1C3C2)Nc1ccccc1 (stereo unspecified) | i | 5 | i | -5 | -9 | i |
| 2 | COc1ccccc1NCC(=O)c1ccc(Cl)cc1 | i | 0 | i | -2 | -2 | i |
| 3 | O=C(CCl)Nc1ccc(N=Nc2ccccc2)cc1 | i | . | i | 3 | -11 | i |
| 4 | Cc1ccc2nc3sc(C(=O)NCc4ccco4)c(N)c3cc2c1 | i | 8 | i | 14 | -7 | i |
| 5 | COc1cc2c(cc1NC(=O)c1cccnc1)oc1ccccc12 | i | 4 | i | 3 | -10 | i |
| 6 | OCCNc1nc(Nc2ccc(Cl)cc2)nc(N2CCCC2)n1 | i | -22 | i | -3 | -8 | i |
| 7 | S=c1[nH]c(-c2ccccc2)cn1/N=C/c1cccnc1 | i | -3 | i | 12 | -8 | i |
| 8 | CSc1nncn1/N=C/c1ccc([N+](=O)[O-])cc1 | i | -1 | i | 0 | -4 | i |
| 9 | CCSc1oc(-c2ccco2)nc1S(=O)(=O)c1ccc(C)cc1 | i | -2 | i | -3 | -13 | i |
| 10 | COc1cc(NC(=O)CCc2nnc3ccc(NCc4ccco4)nn23)cc(OC)c1 | i | -1 | i | 1 | -12 | i |
| 11 | Cc1ccc(NC(=O)COC(=O)C2CCC(=O)N2)c([N+](=O)[O-])c1 (stereo unspecified) | i | -1 | i | -5 | -11 | i |
| 12 | COc1ccc(S(=O)(=O)NC2CCCC2)c(OC)c1 | i | 0 | i | -3 | -7 | i |
| 13 | COc1ccc(CCNC(=O)c2ccc3c(c2)N(Cc2ccc(C)cc2)CCS3)cc1OC | i | 0 | i | -3 | -10 | i |
| 14 | CC(C)N1CCc2c(sc(NC(=O)c3ccc(S(=O)(=O)N4CCCCC4C)cc3)c2C(N)=O)C1 (stereo unspecified) | i | 3 | i | -5 | -14 | i |
| 15 | COc1cc(CC(=O)Nc2cccc(SC)c2)cc(OC)c1OC | i | 1 | i | -3 | -5 | i |

| no. | KCNQ1 pot | RGS4 act | PolyA inh | HDAC3 inh | GSK3B inh |
| --- | --- | --- | --- | --- | --- |
| 1 | i | i | i | -3 | -3 |
| 2 | i | i | i | -2 | -1 |
| 3 | i | i | i | . | 2 |
| 4 | i | i | i | -4 | 1 |
| 5 | i | i | i | 5 | 0 |
| 6 | i | i | i | 4 | 0 |
| 7 | i | i | i | 11 | 3 |
| 8 | i | i | i | 3 | 0 |
| 9 | i | i | i | 3 | . |
| 10 | i | i | i | -3 | -8 |
| 11 | i | i | i | -1 | -3 |
| 12 | i | i | i | -2 | -1 |
| 13 | i | i | i | -2 | 2 |
| 14 | i | i | i | 3 | 2 |
| 15 | i | i | i | 2 | -2 |

(more compounds)
| no. | smiles | KCNQ1 inh | GSK3 alpha inh | KCNK9 inh | DYRK1A inh | hERG rescue | KCNK3 block |
| --- | --- | --- | --- | --- | --- | --- | --- |
| 16 | CC(=O)c1ccc(S(=O)(=O)N2CCN(c3nc4c(C)c(C)ccc4cc3C#N)CC2)cc1 | i | -1 | i | 1 | -8 | i |
| 17 | Cc1ccc(C(C)C)c(OCC(=O)Nn2c(C)nc3ccccc3c2=O)c1 | i | -2 | i | 0 | -23 | i |
| 18 | O=C(CN1C(=O)NC2(CCCCC2)C1=O)Nc1cccc(S(=O)(=O)N2CCOCC2)c1 | i | -1 | i | -10 | -8 | i |
| 19 | Cc1ccc(C(=O)Nc2ncc(Cc3ccccc3)s2)o1 | i | 1 | i | 5 | -4 | i |
| 20 | CCCCN(CCCC)C(=S)NC(=O)c1ccccc1Cl | i | -2 | i | -20 | 65* | i |
| 21 | O=C(COC(=O)C1CCN(S(=O)(=O)c2cccc3cccnc23)CC1)c1ccc([N+](=O)[O-])cc1 | i | -1 | i | -7 | -7 | i |
| 22 | COc1cccc(CC(=O)Nc2ccc(S(=O)(=O)Nc3nc(C)cc(C)n3)cc2)c1 | i | -1 | i | -4 | -11 | i |
| 23 | CN(C)c1nc2ncn(Cc3ccccc3)c2c(=O)[nH]1 | i | -2 | i | 0 | -13 | i |
| 24 | O=C(CSc1nc2ccccc2c(=O)n1-c1ccccc1Cl)Nc1cccc(S(=O)(=O)N2CCOCC2)c1 | i | -2 | i | -2 | -9 | i |
| 25 | CCN(C(=O)c1cccc(S(=O)(=O)N2CCCCC2)c1)C1CCS(=O)(=O)C1 (stereo unspecified) | i | . | i | 8 | -4 | i |
| 26 | CCOc1ccc(N(C)S(=O)(=O)c2ccc(-c3ccc(=O)[nH]n3)s2)cc1 | i | -2 | i | . | -6 | i |
| 27 | COc1ccc(CNC(=O)C2(CC3CC(c4ccccc4)=NO3)CCN(C(=O)Cc3ccc(F)cc3)CC2)cc1 (stereo unspecified) | i | 0 | i | 1 | -4 | i |
| 28 | COc1ccc(S(=O)(=O)Nc2c(C(=O)O)[nH]c3ccccc23)cc1 | i | -4 | i | -6 | -10 | i |
| 29 | Cc1ccc(NC(=O)CO/N=C(\N)c2nonc2N)cc1 | i | 0 | i | 1 | -5 | i |
| 30 | COc1ccc(CN2CCN(C3CCC3)CC2CCO)c(F)c1 (stereo unspecified) | i | -2 | i | 14 | -2 | i |

| no. | KCNQ1 pot | RGS4 act | PolyA inh | HDAC3 inh | GSK3B inh |
| --- | --- | --- | --- | --- | --- |
| 16 | i | i | i | 1 | -4 |
| 17 | i | i | i | -6 | 2 |
| 18 | i | i | . | -1 | 5 |
| 19 | i | i | i | 8 | -4 |
| 20 | 57* | i | i | 1 | 2 |
| 21 | i | i | i | -1 | -2 |
| 22 | i | i | i | 1 | 3 |
| 23 | i | i | i | 2 | -2 |
| 24 | i | i | i | 0 | 0 |
| 25 | i | i | i | . | -2 |
| 26 | i | i | i | 0 | 7 |
| 27 | i | i | i | -4 | -1 |
| 28 | i | i | i | -2 | 1 |
| 29 | i | i | i | -2 | -1 |
| 30 | i | i | i | 0 | -1 |

(further entries)
| no. | smiles | KCNQ1 inh | GSK3 alpha inh | KCNK9 inh | DYRK1A inh | hERG rescue | KCNK3 block |
| --- | --- | --- | --- | --- | --- | --- | --- |
| 31 | C=CCNC(=O)c1oc2ccc(S(=O)(=O)N(CC)CC)cc2c1C | i | -1 | i | -2 | -8 | i |
| 32 | C[N+](C)(C)C(Cc1ccccc1)C(=O)[O-] (stereo unspecified) | i | 3 | i | 3 | -3 | i |
| 33 | O=C1CCCc2[nH]nc(-c3cccnc3)c21 | i | -1 | i | 3 | -11 | i |
| 34 | Cc1cc(C)cc(Nc2cnn(C34CC5CC(CC(CC(=O)O)(C5)C3)C4)c(=O)c2Cl)c1 | i | -2 | i | -2 | -8 | i |
| 35 | Cc1ccc(-n2cc(C(=O)c3ccc(F)cc3)nn2)cc1Cl | i | -1 | i | 4 | -6 | i |
| 36 | CN(CC(=O)Nc1ccccc1Cl)C(=O)COC(=O)C1CCN(c2ccc(C(F)(F)F)cn2)CC1 | i | 3 | i | -6 | -13 | i |
| 37 | Cn1nc(C(=O)N2CCCCC2)c2c1-c1ccccc1S(=O)(=O)C2 | i | 1 | i | 1 | -5 | i |
| 38 | Cc1ccc(S(=O)(=O)Cc2ccc(C(=O)NC3CCCC3)o2)cc1 | i | 0 | i | -1 | -2 | i |
| 39 | CCN1C(=O)N[C@@H](CCc2ccccc2)[C@H](C(C)=O)[C@H]1C | i | -2 | i | 3 | -2 | i |
| 40 | CC(=O)N1CCN(c2ccc(NCc3ccc4c(c3)OCO4)cc2)CC1 | i | -3 | i | -6 | -6 | i |
| 41 | O=C(NCc1cccc(F)c1F)C1CCC(=O)N(C2CCCCCC2)C1 (stereo unspecified) | i | 0 | i | 7 | -8 | i |
| 42 | COc1ccc(CNC(=O)Cn2nc(C)c3c(C)n(-c4ccc(C)cc4)nc3c2=O)cc1OC | i | -1 | i | 2 | -9 | i |
| 43 | COc1ccc(C2C(C#N)=C(N)OC3=C2C(=O)CC(C)(C)C3)cc1 (stereo unspecified) | i | 1 | i | -5 | -15 | i |
| 44 | C=CCC(=O)N1CCCC(CCC(=O)NCc2ccccc2F)C1 (stereo unspecified) | i | -2 | i | -5 | -8 | i |
| 45 | Cc1nn(Cc2ccc(Cl)cc2)c(C)c1NC(=O)c1ccc([N+](=O)[O-])cc1 | i | 0 | i | 7 | -8 | i |
| 46 | CCOC(=O)C1(CCCc2ccccc2)CCN(C(=O)COC)CC1 | i | 0 | i | -5 | -10 | i |
| 47 | COc1ccc(OCC(=O)OCC(=O)NCc2ccc(F)cc2)cc1 | i | 0 | i | -6 | -4 | i |
| 48 | Cc1nc2ccccc2c(=O)n1/N=C/c1ccco1 | i | 10 | i | -6 | -1 | i |

| no. | KCNQ1 pot | RGS4 act | PolyA inh | HDAC3 inh | GSK3B inh |
| --- | --- | --- | --- | --- | --- |
| 31 | i | i | i | 7 | 3 |
| 32 | i | i | i | 1 | -2 |
| 33 | i | i | i | 2 | 2 |
| 34 | i | i | i | 4 | 2 |
| 35 | i | i | i | -17 | -6 |
| 36 | i | i | i | -1 | 0 |
| 37 | i | i | i | -3 | -1 |
| 38 | i | i | i | -2 | 2 |
| 39 | i | i | i | -6 | 0 |
| 40 | i | i | i | 2 | 1 |
| 41 | i | i | i | 0 | 6 |
| 42 | i | i | i | 3 | 2 |
| 43 | i | i | i | -2 | 3 |
| 44 | i | i | i | -5 | -1 |
| 45 | i | i | i | -5 | 2 |
| 46 | i | i | i | . | -1 |
| 47 | i | i | i | 2 | -1 |
| 48 | i | i | i | 7 | 2 |
